CRFBP-R2 block: blocks CRF-induced signaling of the CRF-BP/CRF-R2 complex. HEK293 CRF-R2/CRF-BP, CRF-induced calcium fluorescence. inhibition, % at 11.8 µM. actives 0.59% (n = 350,000);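 active = inhibition of the ligand-induced calcium signal above about 50% at the single tested concentration, limit read from the data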
pCIP destab: lowers stability of the mouse p/CIP coactivator protein | decrease of EGFP signal, % at 10 µM | Q05BA5 | actives 0.01% (n = 290,000) | F442A p/CIP-EGFP cells, EGFP fluorescence, 16 h | AID 1984;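 active = EGFP signal decrease of at least 30% at 10 µM or well 3 SD below plate mean, unless failing retest; inactive = the rest, including hits failing retest or dose response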; note: some compounds called inactive have numbers as strong as hits; many of its hits are not listed in these tables
IMP-1 inh: blocks Pseudomonas aeruginosa IMP-1 metallo-beta-lactamase; inhibition, % at 5.6 µM; purified IMP-1, nitrocefin hydrolysis, epi-absorbance fluorescence; actives 0.45% (n = 290,000);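 active = inhibition above the mean plus 3 SD of all compounds in the same screening run, cut at about 4.5% in these data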;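 note: 0% = IMP-1 with DMSO and 100% = DMSO wells lacking enzyme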
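System: Purified recombinant IMP-1 metallo-beta-lactamase enzyme | Measured by: Fluorescence quenching readout, ex 480/em 530 nm | Replication: Singlicate | Incubation: 15 min preincubation plus 25 min reaction at 25 °C | Evaluation: Percent inhibition from optical density relative to buffer-blank wells | Benchmarks: DMSO with and without IMP-1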
IDE cell activ: activators of human insulin-degrading enzyme in cells | P14735 | activation, % at 5.96 µM | HEK cells, FAbeta-B cleavage, fluorescence polarization; 0% vehicle, 100% cell-free pure enzyme wells | actives 0.073% (n = 340,000);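 active = activation above the mean of all tested compounds plus 3 SD, set per screening campaign, cut at about 17% in these data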
Target sequence (P14735 whole entry, looked up): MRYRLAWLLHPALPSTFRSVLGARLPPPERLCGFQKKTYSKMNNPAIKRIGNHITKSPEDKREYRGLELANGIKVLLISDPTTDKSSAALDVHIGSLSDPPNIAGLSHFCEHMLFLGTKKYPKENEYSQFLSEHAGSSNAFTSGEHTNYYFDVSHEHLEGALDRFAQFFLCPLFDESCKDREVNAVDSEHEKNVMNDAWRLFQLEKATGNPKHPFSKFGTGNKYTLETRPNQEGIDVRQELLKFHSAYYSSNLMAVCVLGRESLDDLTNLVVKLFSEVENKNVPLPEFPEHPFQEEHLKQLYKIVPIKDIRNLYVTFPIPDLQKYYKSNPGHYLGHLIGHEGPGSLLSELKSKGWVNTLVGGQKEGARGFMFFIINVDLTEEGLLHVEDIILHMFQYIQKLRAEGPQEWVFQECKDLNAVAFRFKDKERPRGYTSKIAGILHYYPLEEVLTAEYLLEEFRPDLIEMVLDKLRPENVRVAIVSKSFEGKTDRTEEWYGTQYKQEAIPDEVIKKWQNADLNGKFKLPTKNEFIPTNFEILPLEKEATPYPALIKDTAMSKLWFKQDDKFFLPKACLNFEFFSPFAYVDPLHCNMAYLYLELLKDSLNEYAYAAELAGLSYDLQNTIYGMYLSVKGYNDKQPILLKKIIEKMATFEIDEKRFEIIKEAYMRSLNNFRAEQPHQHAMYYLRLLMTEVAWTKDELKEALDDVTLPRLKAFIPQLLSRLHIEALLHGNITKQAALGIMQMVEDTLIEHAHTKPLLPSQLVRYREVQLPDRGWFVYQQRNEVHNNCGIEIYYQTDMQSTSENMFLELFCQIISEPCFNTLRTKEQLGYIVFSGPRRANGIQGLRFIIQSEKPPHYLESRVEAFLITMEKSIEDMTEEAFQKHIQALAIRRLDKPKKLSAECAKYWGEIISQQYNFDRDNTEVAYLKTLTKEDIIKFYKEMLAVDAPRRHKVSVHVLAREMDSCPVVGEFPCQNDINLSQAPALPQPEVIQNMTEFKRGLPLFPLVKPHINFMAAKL
UBC9 SUMO inh: inhibitors of human SUMOylation (UBC9); P63279; HTRF SUMOylation assay, SAE1/SAE2 + UBC9, in vitro; inhibition, % at 35 µM; actives 0.36% (n = 290,000); in the data active = inhibition above about 50%, passing the limit was not always enough; note: strong numbers were not always called active
GalR3 antag: human GalR3 antagonism. HEK293 GalR3-CNG cAMP membrane potential fluorescence; galR3 body fused to GalR1 C-terminus. inhibition, % at 3 µM. AID 651719. O60755. actives 0.44% (n = 360,000);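 active = inhibition above the screen-wide average plus 3 SD, cut at about 13% in these data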;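 note: forskolin and galanin both at EC90 stimulate the cells; cAMP rise reported by CNG channel membrane potential dye signal; 0% = forskolin plus galanin with DMSO and 100% = forskolin alone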
IDE inh: cellular human IDE inhibition; P14735; actives 0.41% (n = 320,000); HEK cells, FAbetaB cleavage, fluorescence polarization; inhibition, % at 5.59 µM; AID 434962;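 active = percent inhibition above the average of all tested compounds plus 3 SD, set per screening campaign, cut at about 16% in these data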;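 note: IDE supplied by intact live HEK cells; FP after avidin binding of uncleaved biotin substrate so inhibition keeps polarization high; 0% = DMSO wells and 100% = 60 µM reference IDE inhibitor Ii1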
NS3 helicase inh: blocks Hepatitis C virus NS3 helicase unwinding | NS3 helicase DNA unwinding, Cy5 molecular beacon fluorescence | inhibition, % at 10.9 µM | actives 0.56% (n = 290,000) | AID 1800;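 active = inhibition above the mean of all tested compounds plus 3 SD, set per campaign, cut at about 35% in these data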;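 note: 0% = DMSO wells and 100% = thioflavine S control wells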
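Test system: hepatitis C virus NS3 helicase domain fragment enzyme. Also added: annealed dual-labelled DNA beacon duplex, ATP-started. Timing: 60 min unwinding reaction at 25 °C after ATP addition. Technique: Cy5 fluorescence. Measure: % inhibition of unwinding.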
VIM-2 inh: blocks Pseudomonas aeruginosa VIM-2 metallo-beta-lactamase | purified VIM-2, nitrocefin hydrolysis, epi-absorbance fluorescence | actives 0.89% (n = 290,000) | inhibition, % at 5.6 µM;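 active = inhibition above the mean of all tested compounds plus 3 SD, cutoff set per screening run, cut at about 7.5% in these data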;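 note: red hydrolysis product quenches plate fluorescence so inhibitors raise well fluorescence; 0% = enzyme with DMSO and 100% = DMSO without enzyme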
* marks the source's active call; other numbers are inactive results; . = no result given.

| CRFBP-R2 block | pCIP destab | IMP-1 inh | IDE cell activ | UBC9 SUMO inh | GalR3 antag | IDE inh | NS3 helicase inh | VIM-2 inh | SMILES |
| --- | --- | --- | --- | --- | --- | --- | --- | --- | --- |
| -2.1 | -1.7 | -2.6 | -3.4 | 19.0 | 0.5 | -1.4 | -1.3 | -3.1 | Cc1cccc(-c2cc3nc(C)cc(C)n3n2)c1 |
| -15.7 | -13.5 | -0.8 | 3.2 | 4.0 | 0.1 | -0.5 | 6.8 | -4.0 | Cc1nc(=O)c(-c2ccccc2)c(C)n1-c1ccccc1O |
| -2.7 | 5.2 | -2.9 | 3.8 | 8.2 | -3.5 | 3.3 | 8.7 | -1.6 | Cc1ccc(-n2c(=O)[nH]cc(C(=O)N3CCc4ccccc43)c2=O)cc1 |
| 38.2 | -20.9 | -1.8 | -2.6 | -3.7 | 0.9 | -2.4 | 0.7 | -1.4 | S=C(NCc1cccs1)Nc1ccccc1Cl |
| 2.7 | . | . | -0.3 | . | -6.5 | 1.7 | . | . | COc1ccc(OCCC(=O)OCC(=O)Nc2cccc(S(=O)(=O)N3CCCCC3)c2)cc1 |
| -1.1 | -6.5 | -5.3 | 3.2 | 22.5 | -5.6 | 4.1 | 8.9 | -0.4 | COC(=O)C1=C(N)Oc2cc(C)oc(=O)c2C1c1cccnc1 (centres undefined) |
| 6.0 | -18.5 | -2.9 | 7.9 | 16.9 | -3.8 | -2.9 | 6.2 | -3.1 | COCC(=O)Nc1ccccc1C(=O)NC(C)C |
| 5.9 | 16.1 | -1.7 | 1.1 | 7.0 | -5.6 | 3.8 | -3.4 | 1.8 | COc1ccc(-c2nnc(OC)c3ccccc23)cc1 |
| -4.0 | -8.5 | -1.1 | -5.7 | 13.5 | 1.0 | 2.3 | 2.7 | -2.2 | COc1ccccc1N1C(=NC(=O)C(C)Oc2ccccc2)SC2CS(=O)(=O)CC21 (centres undefined) |
| -9.2 | . | . | 5.2 | . | -4.3 | -1.0 | . | . | COc1ccc(S(=O)(=O)N2CCOCC2)cc1NC(=O)CSc1nnnn1C1CC1 |
| 4.6 | 13.5 | -0.5 | 11.1 | -9.0 | 0.5 | 1.6 | -4.6 | -0.1 | C=CCOc1c(Br)cc(/C=N/NC(=O)Cc2ccc(C(F)(F)F)cc2[N+](=O)[O-])cc1OC |
| 10.0 | 2.1 | -0.5 | -1.9 | -8.3 | -0.5 | 0.8 | -2.9 | -1.1 | COc1ccc(C(=O)/C=C/c2ccc(OC3CSC3)cc2)cc1 |
| 10.6 | 3.6 | -3.9 | 2.2 | 5.1 | 0.7 | 0.0 | 4.7 | 0.2 | COc1ccc(N2CCN(C(=O)CN(C)S(=O)(=O)c3cnc[nH]3)CC2)cc1 |
| 24.1 | -5.1 | -2.5 | . | -8.3 | -9.4 | -3.0 | 4.1 | -1.4 | Cn1nc(C(F)(F)F)c(-c2cccc(C(F)(F)F)c2)c1NC(=O)Nc1ccc(F)cc1 |
| -16.2 | -2.9 | -0.8 | 4.1 | -11.1 | . | -1.2 | 3.9 | -1.6 | CNc1oc(Cc2ccccc2)nc1S(=O)(=O)c1ccccc1 |
| 8.4 | -4.9 | -3.2 | 8.0 | 13.3 | -11.0 | 3.5 | 8.1 | -3.6 | COc1ccc(/C=C/C(=O)NC(=S)Nc2ccc(S(=O)(=O)N=C(N)N)cc2)cc1OC |
| -2.5 | . | . | 5.5 | . | -4.7 | 7.3 | . | . | O=[N+]([O-])c1ccc(Cl)c(S(=O)(=O)Nc2cccc(S(=O)(=O)NC3=NCCC3)c2)c1 |
| -6.3 | . | . | 3.1 | . | -6.1 | 5.8 | . | . | COCCn1c(C)cc(C(=O)COC(=O)CNC(=O)c2ccco2)c1C |
| -2.3 | -3.3 | 0.0 | 2.6 | 13.4 | -3.8 | 0.1 | 12.2 | 0.1 | CCOC(=O)N1CCN(Cc2nc3cc(NC(=O)C(C)C)ccc3n2CC)CC1 |
| 32.9 | 6.0 | -3.2 | -1.7 | -2.1 | -3.5 | 5.6 | 0.8 | -4.3 | Cn1c(NC(=O)C[n+]2cc(-c3ccc(Cl)cc3)n3c2CCC3)cc(=O)n(C)c1=O |
| -8.9 | 2.1 | -3.6 | 4.2 | -18.6 | -7.6 | -0.1 | -27.3 | -2.9 | COc1ccc(CCN(C)Cc2ccc(OCc3ccccc3)c(OC)c2)cc1OC |
| -1.9 | 2.1 | -2.5 | 3.5 | 89.0* | -6.3 | -2.2 | 0.4 | 1.2 | S=C(Nc1ccc2nccnc2c1)N1CCOCC1 |
| -3.4 | -1.5 | -3.4 | 2.1 | 3.1 | -0.7 | 3.8 | -2.5 | -2.1 | O=C1CC(N2CCN(c3cccc(C(F)(F)F)c3)CC2)C(=O)N1c1ccccc1F (centres undefined) |
| -9.7 | . | . | 3.2 | . | 1.9 | -4.1 | . | . | COc1ccccc1C(=O)COC(=O)COc1ccc(C#N)cc1 |
| -10.1 | -2.4 | -2.5 | 2.1 | -7.1 | 2.0 | 3.7 | -9.8 | -3.0 | Cc1cc(NC(=O)CCC(=O)N(c2ccccc2C)C(C(=O)NC2CCCC2)c2ccccc2)no1 (centres undefined) |
| -34.4 | . | . | -1.8 | . | -5.5 | -7.8 | . | . | Cc1c(Cl)cccc1NC(=S)NC(=O)c1cncc(Br)c1 |
| -7.1 | -7.4 | -0.7 | 0.7 | 8.1 | -6.4 | 0.0 | 0.6 | -0.6 | O=C(Nc1cccc(-c2ccc(N3CCCCC3)nn2)c1)C(F)(F)F |
| 10.0 | -2.7 | -2.5 | 7.9 | 25.1 | -5.6 | 0.1 | -5.8 | -1.9 | O=C1NC(=S)N/C1=C/c1cccc([N+](=O)[O-])c1 |
| -21.4 | 1.5 | -3.2 | -4.0 | 13.9 | 1.6 | -0.8 | 2.4 | -2.7 | CCOC(=O)c1cccc(N2C(N)=NC(N)=NC2(C)C)c1 |
| -0.5 | -17.6 | -0.1 | 4.7 | 16.8 | -7.8 | 7.5 | 3.8 | -0.8 | COc1cc(NC(=O)CCCNC(=O)c2ccc(Cl)cc2)cc(OC)c1OC |
| 14.2 | 9.8 | -0.7 | -0.9 | -13.1 | 4.2 | -3.6 | -4.5 | 0.8 | Cc1cc(SCC(=O)c2cccs2)nc2ccccc12 |
| -0.7 | 2.4 | -1.8 | -2.6 | -8.2 | -3.7 | 2.8 | -4.9 | 0.1 | CCNC(=S)N1CCN(c2nc(-c3cccc(OC)c3)cs2)CC1 |
| 4.8 | 10.5 | 0.3 | 1.2 | -6.2 | 4.1 | 5.2 | 1.2 | -3.8 | CC(C)(C)c1ccc(OCc2nnc(SCC(N)=O)n2N)cc1 |
| -5.8 | -20.4 | -1.4 | 14.6 | 13.2 | -4.9 | -5.2 | 7.7 | -0.3 | Cc1c(NC(=O)C(C)OC(=O)c2cc(-c3cccc4ccccc34)nc3ccccc23)c(=O)n(-c2ccccc2)n1C (centres undefined) |
| 8.2 | -8.3 | -4.1 | 1.2 | 12.5 | -4.7 | 6.5 | -3.8 | -0.2 | Nc1nnc(SCC(=O)c2ccccc2)s1 |
| -12.9 | -12.6 | -3.4 | 2.5 | -8.3 | -5.3 | -2.3 | 2.4 | -2.1 | Cc1cccc(OC(=O)CN2C(=O)C3C4CCC(C4)C3C2=O)c1C (centres undefined) |
| 6.2 | -7.4 | -1.5 | -2.1 | 5.1 | -6.9 | -1.0 | -9.2 | -0.5 | NS(=O)(=O)c1ccc(CCNC(=O)c2cnccn2)cc1 |
| 17.0 | -13.7 | -4.7 | -0.2 | -1.0 | -6.3 | -0.3 | -1.4 | -2.5 | O=C(CSc1nnc2scc(-c3ccccc3)n12)NCc1ccc2c(c1)OCO2 |
| . | 30.1* | -3.1 | . | -13.8 | . | . | 6.8 | -1.1 | CCOc1cc(/C=C(\C#N)C(=O)Nc2ccccc2[N+](=O)[O-])ccc1OCc1cccc2ccccc12 |
| -4.0 | 7.6 | -2.1 | 3.1 | -8.3 | -1.4 | -12.2 | 5.3 | 1.0 | O=C1C2C3C=CC(C2C(=O)N1C1CCCCC1)C1C2C(=O)N(C4CCCCC4)C(=O)C2C31 (centres undefined) |

In another format: results already given.
smiles | CRFBP-R2 block | pCIP destab | IMP-1 inh | IDE cell activ | UBC9 SUMO inh | GalR3 antag | IDE inh | NS3 helicase inh | VIM-2 inh
Cc1cc(NC(=O)CCC(=O)N(c2ccccc2C)C(C(=O)NC2CCCC2)c2ccccc2)no1 (centres undefined) | -10.1 | -2.4 | -2.5 | 2.1 | -7.1 | 2.0 | 3.7 | -9.8 | -3.0
O=[N+]([O-])c1ccc(Cl)c(S(=O)(=O)Nc2cccc(S(=O)(=O)NC3=NCCC3)c2)c1 | -2.5 | . | . | 5.5 | . | -4.7 | 7.3 | . | .
COc1ccc(-c2nnc(OC)c3ccccc23)cc1 | 5.9 | 16.1 | -1.7 | 1.1 | 7.0 | -5.6 | 3.8 | -3.4 | 1.8
O=C1NC(=S)N/C1=C/c1cccc([N+](=O)[O-])c1 | 10.0 | -2.7 | -2.5 | 7.9 | 25.1 | -5.6 | 0.1 | -5.8 | -1.9
O=C1C2C3C=CC(C2C(=O)N1C1CCCCC1)C1C2C(=O)N(C4CCCCC4)C(=O)C2C31 (centres undefined) | -4.0 | 7.6 | -2.1 | 3.1 | -8.3 | -1.4 | -12.2 | 5.3 | 1.0

New compounds follow.
| CRFBP-R2 block | pCIP destab | IMP-1 inh | IDE cell activ | UBC9 SUMO inh | GalR3 antag | IDE inh | NS3 helicase inh | VIM-2 inh | SMILES |
| --- | --- | --- | --- | --- | --- | --- | --- | --- | --- |
| -25.4 | -6.0 | -1.7 | 2.5 | -24.6 | -5.0 | 1.9 | -4.3 | -0.8 | Cc1cc(C(F)(F)F)nc(SCC(=O)c2cccc([N+](=O)[O-])c2)n1 |
| 16.5 | . | . | -0.1 | . | -1.0 | 4.0 | . | . | COC(=O)c1c(NC(=O)Cc2ccc(OC)c(S(=O)(=O)N3CCOCC3)c2)sc(C)c1C |
| -7.8 | 7.4 | -1.2 | 7.6 | 23.7 | . | 2.4 | -6.6 | 3.5 | Cc1ccc(Cn2c(=O)c3ccccc3n3c(CCC(=O)NCCN4CCOCC4)nnc23)cc1 |
| -21.1 | -0.3 | -3.2 | 5.7 | 1.6 | -0.5 | -2.8 | 1.0 | -2.1 | Cc1ccc(OCCOCCN(C)C)c(Cl)c1 |

Screens deposited in PubChem by several laboratories.

No enrichment for hits (roughly 3.2% active in at least one column).
